# GAA glycogen – alters human alpha-glucosidase cleavage of glycogen. Potency, µM (top dose mostly 76.4 µM), for inactives: top-dose activity change, negative = inhibition, usual class: inhibitors. recombinant GAA, glycogen substrate, Amplex Red glucose oxidase fluorescence. P10253. hit rate 0.38% among 300,000; active = well fitted inhibition curve with a large enough effect; inconclusive = small, poorly fitted or top-dose-only effect, or another doubt; inactive = no such curve, though single readings can be large or run the other way;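 also: 0% = full enzyme reaction and -100% = no-enzyme basal signal; the screen sought inhibitors and activators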
#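 Recombinant human alpha-glucosidase (4 nM final) hydrolysed bovine liver glycogen (30 ug) for 40 min at 37 C in pH 5.0 citrate/phosphate with 0.01% Tween-20. Released glucose detected by glucose oxidase/Amplex Red, Ex 573/Em 610 nm. Compounds up to 77 uM; AC50 from Hill fits.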
# Starred values were filed as active, the others as inactive; ? = inconclusive; [ ] = dose if it differs, or a comment. Potency is read from the fitted curve at half-maximal effect. Only part of the results is shown; count on the stated rates, not on these rows.
GAA glycogen | SMILES
? | COc1ccc(S(=O)(=O)N2CCOC2CNC(=O)C(=O)NCCc2ccc(S(N)(=O)=O)cc2)cc1 (centres undefined)
-10.9%[76.3 µM] | CC(C)Cc1ccc(CN2CCCC(NC(=O)c3nn(C)c(=O)c4ccccc34)C2)cc1 (centres undefined)
4.5% | CCOc1ccc(N2C(=O)Nc3ccc(Br)cc3C2(O)C(=O)NC(C)C)cc1 (centres undefined)
-7.7% | CCCN(CC(=O)Nc1ccccc1C)CC(=O)Nc1ccc(Br)cc1F
-0.8%[76.3 µM] | Cc1cc(S(=O)(=O)ON2C(=O)c3ccccc3C2=O)ccc1F
-4.8%[76.3 µM] | O=C(NCCc1ccccc1C(F)(F)F)C1CCC(=O)N(CCCN2CCCC2=O)C1 (centres undefined)
13.5%[76.3 µM] | NC(=O)CC(NC(=O)c1ccccc1)c1ccc(NCc2ccc(F)c(F)c2)c([N+](=O)[O-])c1 (centres undefined)
12.0% | O=C(CN(C(=O)CCC(=O)Nc1nccs1)c1ccccc1F)NCCc1ccccc1
12.4%[76.3 µM] | CCn1c(=O)c(=O)n(CC)c2cc(S(=O)(=O)Nc3cc(C)ccc3C)ccc21
-1.0%[76.3 µM] | O=C(CNS(=O)(=O)c1ccccc1)NCC(=O)N1CCCCC1
-4.4%[76.3 µM] | CCN(C(=O)c1ccc(NC(=O)Cc2ccccc2)cc1)c1ccccc1
-1.8%[76.3 µM] | O=C(Nc1ccc(Cl)cc1Cl)c1cc2ccccc2o1
2.0%[76.3 µM] | CC(=O)c1cccc(OCc2cc(C(=O)N(C)Cc3cnccn3)no2)c1
2.7%[76.3 µM] | C=CCn1c(Oc2ccccc2F)nc2c1c(=O)n(C)c(=O)n2C
15.9%[76.3 µM] | O=C(CC1OCC2CCCN2C1=O)Nc1ccc([N+](=O)[O-])cc1 (centres undefined)
-0.1%[76.3 µM] | Cc1ccc([N+](=O)[O-])cc1NC(=O)C1CCCC1
-13.2%[76.3 µM] | CC1=CCC2C(=O)N(c3cccc(C(=O)Nc4ccccc4Cl)c3)C(=O)C2C1 (centres undefined)
-28.7%[76.3 µM] | S=c1[nH]nc(COc2ccc(Cl)cc2)n1-c1ccc(Cl)cc1
-1.7%[76.3 µM] | COc1cccc(OC)c1C(=O)N1CCN(Cc2cccnc2)CC1
-3.8% | Cc1ccc(C)c(C(=O)Cn2c(NCCO)nc3ccccc32)c1

# A run of entries of the results above, as a working copy:
GAA glycogen | SMILES
-1.7%[76.3 µM] | COc1cccc(OC)c1C(=O)N1CCN(Cc2cccnc2)CC1
-3.8% | Cc1ccc(C)c(C(=O)Cn2c(NCCO)nc3ccccc32)c1

# The listing picks up; the six compounds before the break are reprinted first.
GAA glycogen | SMILES
15.9%[76.3 µM] | O=C(CC1OCC2CCCN2C1=O)Nc1ccc([N+](=O)[O-])cc1 (centres undefined)
-0.1%[76.3 µM] | Cc1ccc([N+](=O)[O-])cc1NC(=O)C1CCCC1
-13.2%[76.3 µM] | CC1=CCC2C(=O)N(c3cccc(C(=O)Nc4ccccc4Cl)c3)C(=O)C2C1 (centres undefined)
-28.7%[76.3 µM] | S=c1[nH]nc(COc2ccc(Cl)cc2)n1-c1ccc(Cl)cc1
-1.7%[76.3 µM] | COc1cccc(OC)c1C(=O)N1CCN(Cc2cccnc2)CC1
-3.8% | Cc1ccc(C)c(C(=O)Cn2c(NCCO)nc3ccccc32)c1
3.7%[76.3 µM] | COC(=O)C1=CN(Cc2ccc(OC)cc2)C=C(C(=O)OC)C1c1ccc(O)c(OC)c1
1.5%[76.3 µM] | Cc1cc(NC(=O)C(C)Sc2nc(-c3ccccc3)cc(=O)[nH]2)no1 (centres undefined)
7.6%[76.3 µM] | CCC(C(=O)NCC1CCCO1)N(Cc1ccccc1)C(=O)CNS(=O)(=O)c1ccccc1 (centres undefined)
-1.7% | CC(C)OC(=O)Cc1nc2sc(-c3ccccc3)cc2c(=O)[nH]1
15.6%[76.3 µM] | COc1ccc(C2SCC(=O)N2c2ccc(C)cc2)cc1 (centres undefined)
3.3% | N#CCOc1ccccc1/C=C/c1nc2ccccc2c(=O)[nH]1
-2.9% | COc1cc2cc(C(=O)N[C@@H](Cc3ccccc3)C(=O)O)n(C)c2c(OC)c1OC
-13.4%[76.3 µM] | CNc1ccccc1C(=O)OC(C)C(=O)Nc1ccc(S(=O)(=O)N2CCCC2)cc1 (centres undefined)
-3.2% | COc1ccc(-c2csc(NC(=O)Cc3cc(OC)c(OC)c(OC)c3)n2)cc1OC
-3.5%[76.3 µM] | O=C(Cc1ccc(O)cc1)N/N=C/c1cccnc1
4.9%[76.3 µM] | O=C(CCN1C(=O)/C(=C/c2ccccc2F)SC1=S)Nc1cccnc1
-5.1%[76.3 µM] | COc1ccc(OCc2cc(C(=O)NC3CCOCC3)no2)c2ccccc12
-1.0% | CS(=O)(=O)c1cnc(-c2ccccc2)nc1Sc1ccc(F)cc1
10.3%[76.3 µM] | CCOC(=O)c1c(S(=O)(=O)N2CCc3ccccc32)c(C)n(C)c1C
-4.1%[76.3 µM] | CCOC(=O)CC1CCCCN1C(=O)c1ccc2oc(CCc3ccccc3)nc2c1 (centres undefined)
-2.7%[76.3 µM] | COc1ccc(NC(=O)CSc2nc3scc(C)c3c(=O)[nH]2)cc1
3.5% | CCc1ccc(OCc2ccc(C(=O)O)o2)cc1
-1.8%[76.3 µM] | Fc1ccc(-c2nnc(N3CCOCC3)c3ccccc23)cc1F
-8.2% | O=C(NCC1CC1)Nc1ccccc1
2.1% | CCn1c(SCC(=O)Nc2cc(Cl)ccc2OC)nnc1C1CC1
-0.5%[76.3 µM] | CC1CCc2nc3ccc(S(=O)(=O)N4CCC(C(=O)NC(C)c5ccccc5)CC4)cc3c(C(=O)O)c2C1 (centres undefined)
18.8%[76.3 µM] | CCOC(=O)c1cc2nc(-c3ccccc3)cc(C)n2n1
1.5%[76.3 µM] | O=C(O)c1cn(-c2ccccc2)nc1-c1ccc(F)cc1
-1.3%[76.3 µM] | O=[N+]([O-])c1cc([N+](=O)[O-])c(Oc2cncc(Cl)c2)cc1NC1CCCCCCC1
-2.9%[76.3 µM] | COC(=O)C1(Cc2cc(-c3cccc(Br)c3)no2)CCN(C(=O)OC(C)(C)C)CC1
14.8%[76.3 µM] | O=C(Nc1cccc(NC(=O)c2cncc(Br)c2)c1)c1cncc(Br)c1
-0.1%[76.3 µM] | CC(C)CC(NC(=O)C1CCC(=O)N1)C(=O)NC(CC(C)C)C(=O)N1CCCC1C(N)=O (centres undefined)
-14.9%[76.3 µM] | CCc1nnc(NC(=O)c2nc(S(=O)(=O)Cc3ccccc3)ncc2Cl)s1
4.3% | COc1ccc(CO[C@@H]2O[C@H](CO)[C@@H](O)[C@H](O)[C@H]2NC(C)=O)cc1OC
5.7% | CCC(Oc1ccc(C)cc1)C(=O)Nc1ccc(S(=O)(=O)Nc2nccs2)cc1 (centres undefined)
-10.0%[76.3 µM] | O=C(Nc1cc(C(F)(F)F)ccc1N1CCOCC1)C1=NN(c2ccccc2)C(=O)CC1
-1.0%[76.3 µM] | O=C(CCN1CCCCC1)Nc1cccc(Br)c1
1.4%[76.3 µM] | CC1CCN(C(=O)NC(=O)c2ccccc2)CC1
8.9%[76.3 µM] | O=C(O)C1Nc2c(Cl)cc(Cl)cc2C2C=CCC12 (centres undefined)
-2.0%[76.3 µM] | CCCCn1c(=O)[nH]c(=O)c2c1nc(-c1cc(Br)ccc1OC)n2C
5.3%[76.3 µM] | CN(C)S(=O)(=O)N1CCN(CC(=O)Nc2ccc(Br)cc2)CC1
-5.1% | COc1cc2c(cc1OC)C(COc1ccc([N+](=O)[O-])cc1)N(C(C)=O)CC2 (centres undefined)
4.3% | COc1ccccc1C(=O)Nc1ccc(S(=O)(=O)Nc2nccs2)cc1
1.5% | CCN(CC)CCCN(C)C(=O)Cn1nc(Cc2ccncc2)c2ccccc2c1=O
3.7%[76.3 µM] | Cc1cccc(C(=O)O/N=C(\N)Cc2cccc3ccccc23)c1
2.9%[76.3 µM] | Cc1nn(C)cc1S(=O)(=O)NCc1ccccc1Cl
-1.6% | CCc1cc2cc(C)ccc2nc1SCC(=O)N1CC(=O)Nc2ccccc21
16.9%[76.3 µM] | CC1CCCCN1CC(O)COc1ccc(OCC(O)CN2CCCCC2C)cc1 (centres undefined)
-12.5%[76.3 µM] | Cc1cccc(NS(=O)(=O)c2ccc3c(c2)NC(=O)CO3)c1C
0.8%[76.3 µM] | O=C(Nc1ccncc1)Nc1cccc(Cl)c1
-8.6% | Cc1nc(Nc2cccc(O)c2)c2oc3ccccc3c2n1
4.1% | CN(C)c1nc(N(C)C)nc(N(C#N)Cc2ccc(Cl)cc2)n1
-3.2% | O=C1/C(=C\c2cc([N+](=O)[O-])ccc2O)SC(=S)N1Cc1ccc(Cl)cc1
-10.8%[76.3 µM] | CC1=C(C(=O)OCc2ccccc2)C(c2ccc([N+](=O)[O-])cc2)NC(=O)N1 (centres undefined)
7.5% | O=C(NCCc1ccccc1)c1cnc(Cl)c(Cl)c1
3.1% | CCCCSCCCNC(=O)CCCN1C(=O)c2ccccc2Sc2ncccc21
-23.0% | O=C(CCNC(=O)c1ccc([N+](=O)[O-])cc1)Nc1ccc(F)cc1F
-4.3% | O=C(O)c1ccc(N/N=C/c2cccc(C(F)(F)F)c2)cc1
1.1%[76.3 µM] | O=C(Nc1ccccc1C(=O)N1CCCCC1)c1ccccc1C(F)(F)F
-9.5%[76.3 µM] | Cc1c(C(=O)N2CCN(Cc3ccccc3)CC2)oc2c1C(=O)CCC2
-9.6%[76.3 µM] | Cc1ccc(CNC(=O)N2CCN(c3ccc(C)cc3)CC2)cc1
-1.0% | CC(=O)Nc1ccc(NC(=O)c2cc(=O)c3ccc(C)cc3o2)cc1
7.0% | CCC(C)NC(=O)c1cc2c(=O)[nH]c3ccc(C)cc3c2s1 (centres undefined)
-7.2%[76.3 µM] | COC(=O)CN(c1ccc2c(c1)OCO2)S(=O)(=O)c1c(C)[nH]c(=O)[nH]c1=O
-12.4%[76.3 µM] | COc1cc(C(=O)NCCOc2ccc(C)c(C)c2)cc(OC)c1OC

# Reprinted from the part before: four compounds, followed by the next part.
GAA glycogen | SMILES
-1.0% | CC(=O)Nc1ccc(NC(=O)c2cc(=O)c3ccc(C)cc3o2)cc1
7.0% | CCC(C)NC(=O)c1cc2c(=O)[nH]c3ccc(C)cc3c2s1 (centres undefined)
-7.2%[76.3 µM] | COC(=O)CN(c1ccc2c(c1)OCO2)S(=O)(=O)c1c(C)[nH]c(=O)[nH]c1=O
-12.4%[76.3 µM] | COc1cc(C(=O)NCCOc2ccc(C)c(C)c2)cc(OC)c1OC
0.9%[76.3 µM] | Cc1ccc(NC(=S)N2CCN(S(C)(=O)=O)CC2)cc1
1.1% | CNC(=O)c1ccc(Nc2nnc(-c3ccc(C(N)=O)cc3)c3ccccc23)cc1
-13.2%[76.3 µM] | CC1(C)CC(=O)C2=C(C1)c1c(ccc3ccccc13)NC2c1ccc(OCC(=O)O)cc1 (centres undefined)
1.1%[76.3 µM] | COc1ccc(NC(=O)C2CCCN(C(=O)Nc3ccc(F)cc3)C2)cc1OC (centres undefined)
-0.1% | CCC(CC)N1CCN(Cc2nc3ccc([N+](=O)[O-])cc3c(=O)n2-c2ccccc2F)CC1
-3.1%[76.3 µM] | Cc1ccc(NC(=O)CCNS(=O)(=O)c2ccc3c(c2)CCC(=O)N3)c(Br)c1
-3.3%[76.3 µM] | CSc1cccc(NC(=O)CCNS(=O)(=O)c2ccc3[nH]c(=O)oc3c2)c1
2.0% | CCc1cccc(NC(=S)N(CCCOC(C)C)C2CCN(C(C)=O)CC2)c1
0.7%[76.3 µM] | CCCCN(C(=O)c1ccc(N(C)S(=O)(=O)c2ccc(C)cc2)cc1)c1c(N)n(CCC)c(=O)[nH]c1=O
-6.4%[76.3 µM] | CC(/C=N/NC(=O)c1nnn(-c2nonc2N)c1C(C)C)=C\c1ccccc1
13.8%[76.3 µM] | COc1ccccc1-c1noc2ncnc(Nc3ccccc3C)c12
-1.5%[76.3 µM] | CCOc1ccc(CCNC(=O)c2ccc3c(=O)n4c(nc3c2)CCCCC4)cc1
-7.7%[76.3 µM] | CCc1cc(C(=O)c2ccccc2)c(N)s1
-3.9% | COc1ccc(OC)c(-c2nnc(SCC(=O)N3CCCC3)o2)c1
0.5%[76.3 µM] | Cc1cnc(CN(C)C(=O)CC2C(=O)NCCN2CCCc2ccccc2)[nH]1 (centres undefined)
1.7%[76.3 µM] | CC1CCN(C(=O)CN(Cc2ccc(F)cc2)S(C)(=O)=O)CC1
-0.4%[76.3 µM] | O=C(c1cc(-c2ccncc2)nc2c(Cl)cccc12)N1CCN(c2ccccc2F)CC1
3.3% | Clc1ccc(/C=C/c2ncc[nH]2)c(Cl)c1
4.0%[76.3 µM] | Cc1cc(C(=O)N2CCCC(N3CCN(c4cccc(Cl)c4)CC3)C2)nn1C (centres undefined)
0.9% | COc1cc(S(=O)(=O)NC(Cc2c[nH]c3ccccc23)C(=O)O)ccc1NC(C)=O (centres undefined)
0.3% | COc1ccccc1C(=O)NC1CCN(C(=O)Nc2ccc(F)cc2)CC1
-22.2%[76.3 µM] | O=C(Nc1cccc([N+](=O)[O-])c1)N1CCCc2ccccc21
-1.1% | COCC(=O)Nc1ccc(N2CCN(c3ccccc3)CC2)c(F)c1
? | O=C(NC1CCCCC1)C(c1ccncc1)N(Cc1ccc(F)cc1)C(=O)c1ccccn1 (centres undefined)
4.2% | O=C(O)[C@H](Cc1c[nH]c2ccccc12)Nc1ncccc1[N+](=O)[O-]
-4.1%[76.3 µM] | CCCCc1cc(=O)oc2c(C)c(OCC(=O)N3CCC(C(N)=O)CC3)ccc12

# Compound activity from PubChem.
